High-throughput results from PubChem BioAssay.
p53ts 39C tox = p53ts cell cytotoxicity, nonpermissive temperature. H1299-p53A138V viability at 39C, ATP luminescence, 24 h. Potency, µM (titrated, usually from 46.1 µM), without a hit: at the top dose activity change, negative = cell killing, hits mostly cytotoxic. actives 1.5% (n = 130,000). AID 902; further: nearly all actives have a fitted effect of over 55% in size
IkB sig inh = suppresses IkB signaling in ABC-DLBCL reporter cells; ABC-DLBCL IkBa-CBG/CBR dual luciferase ratio, 4 h; response scale: scaled: untreated 0%, proteasome inhibitor 100%; Potency, µM (titrated, usually from 57.1 µM), inactives show at the highest dose IkBa stabilization activation; actives 0.04% (n = 110,000); AID 445; active means well fitted curve in the direction sought with a large enough effect in the signal ratio, not every such curve was filed as active; inconclusive means small, poorly fitted or top-dose-only effect, or a change in a side signal; the % refers to the signal ratio;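 further: the direction sought is a rising ratio; 0% = basal untreated cells and 100% = reference inhibitor full response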
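Luminescence ratio of IκBα-fused green versus native red beetle luciferase in OCI-Ly3 cells, 4 h post-doxycycline with compound; red signal alone, scaled from basal (0%) to zero light (-100%), flagged nonspecific or cytotoxic effects.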
Peg3 imprint = genomic imprint erasure induction | mouse ES Peg3-LacZ reporter, beta-gal luminescence, 40 h | actives 0.02% (n = 110,000) | AID 1948 | Potency, µM (series often up to 60.7 µM), inactives show at the highest dose activity change, positive = activation, most hits filed as activators;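 further: 0% = negative control wells on the plate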
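Imprint erasure is scored as LacZ activity from the silenced maternal Peg3 allele in feeder-free female ES cells cultured 40 h with LIF. Luminescence is normalized to in-plate negative controls and fitted to the Hill equation.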
p53ts 32C tox = p53ts cell cytotoxicity, permissive temperature. H1299-p53A138V at 32C, ATP luminescence viability, 24 h. Potency, µM (highest dose often 46.1 µM), for the others: top-dose activity change, negative = cytotoxicity, most hits filed as cytotoxic. actives 0.93% (n = 130,000);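 further: 0% = DMSO and -100% = full killing by reference compound; nearly all actives have a fitted effect of over 55% in size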
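Viability by ATPlite luminescence after 24 h compound treatment (up to 46 uM) at the permissive 32C. Cells are H1299 carrying p53 A138V. Scale runs from DMSO basal to 100 uM tamoxifen as full kill; AC50 from Hill fits.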
* = called active by the depositor; ? = inconclusive; / = not tested or not shown; & = joins results of further samples; [ ] = dose if it differs, or a comment. Unless noted, the call rests on the fitted dose curve; in most records, active means well fitted curve in the direction sought with a large enough effect; inconclusive means small, poorly fitted or top-dose-only effect, or another doubt; inactive means no such curve, though single readings can be large; an effect the other way counts as inactive or inconclusive. Unless noted, on the % scale 0 is the no-effect control and ±100 the full control effect; potency means the concentration at half of the fitted maximal effect. Some of the compounds tested; the hit share may differ from the screen's.

#	SMILES	p53ts 39C tox	IkB sig inh	Peg3 imprint	p53ts 32C tox
1	C[C@](N)(CCP(=O)(O)O)C(=O)O	-5%	0.3%	-5%	-2%
2	CCOC(=O)[C@@H]1[C@@H]2c3ccccc3-c3ccccc3[C@H]2C[C@H]1O	6%[9.22 µM]	0.4%[11.4 µM]	-10%[10.9 µM]	-5%[9.22 µM]
3	COc1cc(C=C(C#N)C#N)cc(O)c1O	-25%	3.2%	-25%	-25%
4	COc1cc(CCN)c(OC)c(OC)c1	3%[9.22 µM]	-0.7%[11.4 µM]	-10%[10.9 µM]	1%[9.22 µM]
5	C[C@H]1CCCC(=O)CCCCCc2cc(O)cc(O)c2C(=O)O1	8%	?	1%	29%
6	Cc1nc2c(=O)n(C)c(=O)nc-2n(C)n1	2µM*	/	/	1.1µM*
7	Cc1cccc(OC(C)C(=O)NCC2(N(C)C)CCCCC2)c1C (stereo not given)	10%	-1.5%	-13%[10.9 µM]	3%
8	Nc1nc(N)c(N=Nc2ccc([As](=O)(O)O)c(O)c2)c(N)n1	6%[9.22 µM]	1.9%[11.4 µM]	-18%[10.9 µM]	-2%[9.22 µM]
9	CCC/C=C(\CCC)C(NP(=O)(c1ccccc1)c1ccccc1)c1ccccc1 (stereo not given)	?	/	-25%	?
10	CCOC(=O)c1c(C)n(CCOC)c2ccc(O)cc12	6%	-1.1%	1%	-7%
11	Cc1ccc(CS(=O)(=O)CCC(=O)N2CCC3(CC2)OCCO3)cc1	-4%	0.7%	-2%	16%
12	O=C1C2CCCN2C(c2ccc(Cl)c(Cl)c2)N1c1ccccn1 (stereo not given)	-14%	-0.1%	7%	6%

4 entries from above, as labelled records.
7) Cc1cccc(OC(C)C(=O)NCC2(N(C)C)CCCCC2)c1C (stereo not given)
  p53ts 39C tox = 10%; IkB sig inh = -1.5%; Peg3 imprint = -13%[10.9 µM]; p53ts 32C tox = 3%
8) Nc1nc(N)c(N=Nc2ccc([As](=O)(O)O)c(O)c2)c(N)n1
  p53ts 39C tox = 6%[9.22 µM]; IkB sig inh = 1.9%[11.4 µM]; Peg3 imprint = -18%[10.9 µM]; p53ts 32C tox = -2%[9.22 µM]
9) CCC/C=C(\CCC)C(NP(=O)(c1ccccc1)c1ccccc1)c1ccccc1 (stereo not given)
  p53ts 39C tox = ?; IkB sig inh = /; Peg3 imprint = -25%; p53ts 32C tox = ?
10) CCOC(=O)c1c(C)n(CCOC)c2ccc(O)cc12
  p53ts 39C tox = 6%; IkB sig inh = -1.1%; Peg3 imprint = 1%; p53ts 32C tox = -7%

(next part)
#	SMILES	p53ts 39C tox	IkB sig inh	Peg3 imprint	p53ts 32C tox
13	CCCN1CC[C@@H]2c3cc(O)ccc3CC[C@H]21	4%	-3.3%	/	-3%
14	C=CCBr	10%	-0.8%	-4%	10%[1.84 µM]
15	CC(C)(C)c1cc(C=C(C#N)C#N)cc(C(C)(C)C)c1O	-23%	?	-30%[inhibitor]	10µM*
16	Nc1c(C(=O)Nc2ccc(Cl)c(C(F)(F)F)c2)sc2nc3c(cc12)N1CCC3CC1	-23%	?	-6%[10.9 µM]	-24%
17	OC1(CN2CCOCC2)C2CC3CC(C2)CC1C3 (stereo not given)	-22%	0.8%	-3%	-5%
18	CC(C)CCC1(CCc2ccncc2)C(=O)NC(=O)NC1=O	27%	/	/	0%
19	O=C(O)c1cccc([As]=[As]c2cccc(C(=O)O)c2)c1 (stereo not given)	-6%[9.22 µM]	9.5%[11.4 µM]	-9%[10.9 µM]	-3%[9.22 µM]
20	Brc1ccccc1	-5%	0.9%	4%	-4%[1.84 µM]
21	Cc1ccc(OP(=O)(Oc2ccc(C)cc2)Oc2ccc(C)cc2)cc1	-3%	-1.2%	-2%	-21%[1.84 µM]
22	CN(C)c1ccc(P(=S)(N(C)C)N(C)C)cc1	2%	-1.1%	-14%	24%
23	COc1ccc(/C=C/C(=O)Nc2ccc(C)cc2)cc1	-14%	6.4%	-14%[10.9 µM]	?
24	CC(=O)c1ccccc1NC(=O)C1C2CCC(O2)C1C(=O)O (stereo not given)	17%	?	-21%	15%
25	Cc1ccc(-n2c(/C=C\c3ccc(F)c(F)c3)nc3ccccc3c2=O)c(C)c1	-24%	?	-10%[10.9 µM]	1%
26	Cc1ccc2ccccc2c1	-3%	-0.9%	-4%	6%[1.84 µM]
27	Cc1ccc(NC(=O)CN2C(=O)CN=C(c3ccccc3)c3ccccc32)cc1	-2%	?	-13%[10.9 µM]	6%
28	O=c1[nH]c(=O)n(CCC2=CCCCC2)c(O)c1C=NCCCn1ccnc1	4%	-3.3%	-14%	-2%
29	Cc1ccc(N2C(=O)NC(=O)C3(Cc4ccccc4N4CCN(c5ccccc5)CC43)C2=O)cc1 (stereo not given)	-4%	?	-12%	3%
30	COc1cc2c(cc1O)CC1c3c(cc(O)c(OC)c3-2)CCN1C (stereo not given)	-8%&17%	/	-6%&0%	-4%&0%
31	CCN(CC)CCCN=Cc1c(O)n(CCc2ccc(F)cc2)c(=O)[nH]c1=O	6%	1.4%	-16%	-1%
32	C=CCn1c(O)c(C(C)=Nc2ccc(C(=O)OCC)cc2)c(=O)[nH]c1=O	8%	1.5%	-17%	-2%
33	Cc1cc(C)n2nc(C)[n+](C)c2n1	3%	0.7%	-6%	-3%
34	CN(C)CC1CSCCC1(O)c1ccccc1Cl (stereo not given)	10%	/	/	11%
35	CC(C)(C)C(O)C(Oc1ccc(Cl)cc1)n1cncn1 (stereo not given)	9%	2.1%	-6%	6%
36	O=C1C=CC(=O)c2c1ccc1c2ccc2ccccc21	11%[20.6 µM]	?	-38%[inhibitor][16.8 µM]	10µM*

2 compounds from above with just Peg3 imprint, IkB sig inh and p53ts 32C tox:
no.	compound	Peg3 imprint	IkB sig inh	p53ts 32C tox
30	COc1cc2c(cc1O)CC1c3c(cc(O)c(OC)c3-2)CCN1C (stereo not given)	-6%&0%	/	-4%&0%
28	O=c1[nH]c(=O)n(CCC2=CCCCC2)c(O)c1C=NCCCn1ccnc1	-14%	-3.3%	-2%

(continued)
#	SMILES	p53ts 39C tox	IkB sig inh	Peg3 imprint	p53ts 32C tox
37	CCSc1nnc(NC(=O)c2cccn(Cc3ccccc3Cl)c2=O)s1	-6%	1.1%	28%[10.9 µM]	6%
38	CC(C#N)CCC#N (stereo not given)	-6%	1.6%	-5%	-7%[1.84 µM]
39	c1ccc2c(c1)Sc1ccccc1N2C[C@H]1CN2CCC1CC2	-14%[9.22 µM]	1.3%[11.4 µM]	?	-7%[9.22 µM]
40	Cc1ccc(-n2c(/C=C\c3ccc(F)cc3)nc3ccccc3c2=O)cc1Cl	?	-0.2%	-18%[10.9 µM]	-5%
41	NCCc1c[nH]c2ccc(C(N)=O)cc12	7%&19%	0.7%&-7.7%	-16%&-28%	-2%&5%
42	CCCN1C[C@H](C)N([C@H](c2ccc(C(=O)N(CC)CC)cc2)c2cccc(OC)c2)C[C@H]1C	-11%	0.2%	-14%	-9%
43	COc1cc([C@@H](O)CN)ccc1O	10%	-2.9%	/	5%
44	Cc1cccc(Cn2cccc(C(=O)Nc3ccc(F)cc3F)c2=O)c1	-24%	-4.5%	12%[10.9 µM]	5%
45	COc1ccccc1-n1c(-c2ccoc2)nc2ccccc2c1=O	-1%	-3.1%	-11%	1%
46	CCOCCCNC(=O)CN1C2CCC1CC(O)(c1ccc(OC)cc1)C2 (stereo not given)	1%	-1.3%	-2%	2%
47	CC(=NCCCO)c1c(O)n(Cc2ccccc2)c(=O)[nH]c1=O	-9%	0.0%	-5%	10%
48	O[C@@H]1[C@H](O)[C@H]2[C@@H](O)CCN2C[C@@H]1O	-8%	1.0%	-13%	9%
49	COc1cccc(C2SCC(=O)Nc3c2c(C)nn3-c2ccc(C)c(Cl)c2)c1OC (stereo not given)	-17%	?	7%[10.9 µM]	-1%
50	CCCC(C)C(=O)NC1CCSC1=O (stereo not given)	1%	-1.2%	-4%	1%
51	CCCN1[C@H](C(=O)OC)C[C@@H]2CC[C@@H](O)C[C@@H]21	7%	/	-8%	19%
52	COC(=O)[C@@H]1C[C@H]2CC[C@H](O)C[C@H]2N1CC1CC1	-8%	/	6%	6%
53	Nc1c(C(=O)Nc2ccc(F)c(Cl)c2)sc2nc3c(cc12)N1CCC3CC1	?	?	2%[10.9 µM]	?
54	c1ccc(N=Nc2ccccc2)cc1	-24%&-6%	-2.3%	2%&-1%	4%
55	CC(N)C(=O)c1ccco1 (stereo not given)	10%	-0.2%	?	-6%
56	ClC1=C(Cl)C2(Cl)C3C(Cl)C(Cl)CC3C1(Cl)C2(Cl)Cl (stereo not given)	19%	0.8%	-6%	-26%[1.84 µM]
57	CCC1CN2CCC1CC2C(O)c1ccnc2ccc(OC)cc12 (stereo not given)	5%	/	-12%	-10%
58	COc1ccc(-c2nc(CS(=O)CC(=O)N3CCC4(CC3)OCCO4)c(C)o2)cc1 (stereo not given)	-9%	-1.2%	-4%	0%
59	CCCCn1c(=O)c(C(=O)Nc2ccccc2S(N)(=O)=O)c(O)c2ccccc21	28%	?	-25%	17%
60	CC(Cl)CCl (stereo not given)	5%	0.2%	6%	4%[1.84 µM]
61	C[N+]12CCC(CC1)C(C#N)(N1CCOCC1)C2 (stereo not given)	-3%	0.4%	-1%	2%
62	CCCCCCC(C)(C)c1ccc([C@@H]2C[C@H](O)CC[C@H]2CCCO)c(O)c1	/	33%	-16%	/
63	CCOC(=O)CNC(=O)CSP(=S)(OCC)OCC	0%	/	/	-4%
64	CC1Cc2c(cnc3c2CN(C)CC3)CO1 (stereo not given)	-1%[9.22 µM]	/	/	2%[9.22 µM]
65	CCCCc1ccc2[nH]cc(CCN)c2c1	-23%	2.7%	-44%[inhibitor]	-4%
66	CCOC(=O)c1ccc(N2C(=O)c3n[nH]c(-c4cccs4)c3C2c2ccc(OC)cc2OC)cc1 (stereo not given)	40%[activator]	-0.9%	-19%[10.9 µM]	37%[activator]
67	Nc1c(C(=O)NCCc2ccccc2)c2nc3ccccc3nc2n1CCN1CCOCC1	?	?	-26%	?
68	Cc1c(C(c2ccc(Br)cc2)c2c(O)c3ccccc3oc2=O)c(=O)n(-c2ccccc2)n1C (stereo not given)	26%	?	-3%[10.9 µM]	0%
69	CCN(CC)CCCN=Cc1c(O)n(-c2ccccc2F)c(=O)[nH]c1=O	7%	-1.9%	-3%	1%
70	CCC(=NCCO)c1c(O)n(-c2ccc(Cl)cc2)c(=O)[nH]c1=O	2%	-1.9%	-4%	1%
71	COc1ccc2c(c1OC)C(=O)OC2c1c(O)n(Cc2ccc(F)cc2)c(=O)[nH]c1=O (stereo not given)	1%	2.8%	-1%	-7%
72	O=C(Cl)C(Cl)(Cl)Cl	-17%	0.5%	-3%	10%[1.84 µM]
73	Cc1c(C(=O)N2CCC3(CC2)OCCO3)oc2ccc(S(=O)(=O)N3CCOCC3)cc12	12%	-0.7%	-13%	-17%
74	O=C(C[C@H](c1ccccc1)c1c(O)c2ccccc2oc1=O)c1ccccc1	13%[9.22 µM]	15%[11.4 µM]	-1%[10.9 µM]	1%[9.22 µM]
75	OC(COCc1ccc(Cl)cc1)CN1CC=C(c2ccccc2)CC1 (stereo not given)	-17%	3.2%	-21%	-12%
76	CCOc1ccc(-c2cc(C(=O)N3CCC4(CC3)OCCO4)c3ccccc3n2)cc1	?	0.3%	-10%	?
77	Cc1ccc(P(=S)(c2ccc(C)o2)N2CCOCC2)o1	-2%	1.0%	-7%	6%
78	CN1CCN(CCC(=O)OC2CC3CCC(C2)N3C)CC1 (stereo not given)	2%	/	/	-12%
79	CN1CCCCC1c1ccc(-c2cccnc2)nc1 (stereo not given)	15%	/	-11%	-4%
80	Cc1cc(NC(=O)c2cc(-c3cccc(Cl)c3)on2)nn1Cc1ccc(Cl)cc1	?	?	-10%[10.9 µM]	-8%
81	O=c1c2ccccc2nc(-c2ccco2)n1-c1ccc(Br)cn1	-5%	-2.4%	-9%	-3%
82	CC12CNCC(C)(CNC1)C2O (stereo not given)	2%	-1.9%	4%	0%
83	C=CCN(c1ccc(C(=O)N(CC)CC)cc1)S(C)(=O)=O	24%	/	/	2%
84	CCOc1ccc(CN(CCc2ccc3c(c2)OCO3)Cc2cccc(OC)c2)cc1	-11%	3.5%	-18%[10.9 µM]	-10%
